FLuc inhib CS: counter-screen for luciferase assay inhibitors: firefly luciferase inhibition. P08659. ATPLite firefly luciferase biochemical luminescence, 10 min. inhibition, % at 10 µM. 200,000 compounds, 1.5% hits;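 active = inhibition above about 50% when tested at 10 µM, limit read from the data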
Target sequence (P08659 whole entry, looked up): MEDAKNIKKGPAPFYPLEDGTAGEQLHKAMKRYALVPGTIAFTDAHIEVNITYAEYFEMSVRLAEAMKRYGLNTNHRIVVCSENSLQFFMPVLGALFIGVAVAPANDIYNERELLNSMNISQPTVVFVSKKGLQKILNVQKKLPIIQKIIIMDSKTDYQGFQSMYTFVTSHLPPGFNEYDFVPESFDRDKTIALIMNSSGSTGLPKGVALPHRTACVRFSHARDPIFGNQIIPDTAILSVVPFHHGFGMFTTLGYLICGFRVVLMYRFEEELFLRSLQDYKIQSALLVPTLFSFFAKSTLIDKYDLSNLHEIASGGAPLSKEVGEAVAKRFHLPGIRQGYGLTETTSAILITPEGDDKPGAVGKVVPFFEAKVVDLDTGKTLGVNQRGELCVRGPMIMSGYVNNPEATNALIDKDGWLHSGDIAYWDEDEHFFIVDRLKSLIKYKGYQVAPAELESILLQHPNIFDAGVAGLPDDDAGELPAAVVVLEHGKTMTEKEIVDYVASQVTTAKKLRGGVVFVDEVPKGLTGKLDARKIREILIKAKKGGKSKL
APP 5UTR inh: APP translation inhibition; SH-SY5Y APP 5'UTR-luciferase reporter, luminescence; 190,000 compounds, 0.82% hits; inhibition, % at 2 µM;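 active = inhibition above a set limit, derived from the sample mean plus 3 SD, cut at about 45% in these data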; also: values of inactives mirror those of a sister screen read the other way
bIAP inhibitor: blocks bovine intestinal alkaline phosphatase activity; 190,000 tested, under 10 active; purified bovine IAP, CDP-star luminescence, 30 min; AID 1019; inhibition, % at 20 µM;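 active = over 50% inhibition of intestinal alkaline phosphatase at 20 µM in the single-dose screen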
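Incubation: 30 min reaction at room temperature / Material: purified bovine intestinal alkaline phosphatase (IAP) enzyme / Input: enzyme at 1/65,000,000 dilution / Dosing: 20 µM single dose / Signal: CDP-star luminescence signal / Reagent: CDP-star chemiluminescent phosphatase substrate, 30 µM final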
TNAP inh hi DEA: blocks human TNAP under high phosphate acceptor concentration. P05186. purified TNAP, CDP-star luminescence, 1 M DEA. inhibition, % at 20 µM. 200,000 compounds, 0.03% hits. AID 1135;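 active = over 50% inhibition of tissue-nonspecific alkaline phosphatase at 20 µM in the single-dose screen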;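 also: plate controls were DMSO wells for no effect and EDTA-quenched wells as full inhibition for full effect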
Target sequence (P05186 whole entry, looked up): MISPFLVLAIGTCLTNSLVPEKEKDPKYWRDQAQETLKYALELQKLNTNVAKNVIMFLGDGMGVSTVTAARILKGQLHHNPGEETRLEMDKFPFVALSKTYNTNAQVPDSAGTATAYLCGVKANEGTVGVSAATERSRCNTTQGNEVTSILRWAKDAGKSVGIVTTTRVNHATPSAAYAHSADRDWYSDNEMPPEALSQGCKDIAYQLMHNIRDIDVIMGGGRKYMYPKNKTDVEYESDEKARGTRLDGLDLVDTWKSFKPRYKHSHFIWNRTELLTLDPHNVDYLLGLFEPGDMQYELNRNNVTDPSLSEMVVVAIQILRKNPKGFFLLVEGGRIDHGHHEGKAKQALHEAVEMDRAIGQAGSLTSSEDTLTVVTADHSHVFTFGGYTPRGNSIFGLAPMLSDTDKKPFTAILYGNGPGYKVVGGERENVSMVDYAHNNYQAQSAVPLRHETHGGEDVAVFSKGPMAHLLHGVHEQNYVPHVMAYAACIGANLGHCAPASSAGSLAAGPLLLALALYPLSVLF
TNAP act hiacc: TNAP (human) activation, high acceptor; 200,000 tested, under 10 active; activation factor at 20 µM; P05186; AID 1136; purified TNAP, CDP-star luminescence, 1 M DEA, 30 min; hits give high values; 0 = EDTA background, 1 = DMSO-only activity;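 active = activation factor at least 2 at 20 µM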
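Measured by: Luminescent substrate turnover signal | Test system: Human TNAP | Input: TNAP 1/800 final | Dosing: 20 µM single point | Schedule: 30 min, room temperature | Controls: EDTA wells as negative control, DMSO wells as positive control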
RAM network inh: blocks the yeast RAM network. S. cerevisiae dse1pr::URA3 reporter, 5-FOA growth OD615, 2 d; analog-sensitive cbk1-as2 kinase mutant strain. inhibition, % at 50 µM. 190,000 compounds, 1.8% hits. AID 868;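 active = inhibition above a set limit, 3 SD over mean compound inhibition, cut at about 8.4% in these data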;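 also: 0% = DMSO-only wells with no growth and 100% = 10 µM 1-NA-PP1 full growth; inhibition rescues growth on 5-FOA so higher OD means more RAM inhibition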
FLuc act counter: affects firefly luciferase, flagging false hits in luciferase stimulation screens. P08659. ATPlite luciferase biochemical, luminescence, 10 min; 0 = ATP-free wells, 1 = DMSO control. activation factor at 10 µM. 200,000 tested, under 10 active. AID 1027;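 active = luciferase activation factor, scaled between plate controls, of at least 2 with compound at 10 µM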
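Assay system: Luciferase/luciferin detection reagent, cell-free biochemical luciferase assay / Read-out: luciferase activation / Benchmarks: No-ATP low control, compound-free enzyme-plus-ATP high control / Medium: PBS buffer for ATP / Detection: luminescence measurement of luciferase light output / Schedule: 10 min at ambient temperature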
bIAP activator: intestinal alkaline phosphatase (bovine) activation; purified bovine IAP, CDP-star luminescence, 30 min; hits give high values; fold of DMSO-control signal, blank-subtracted; activation factor at 20 µM; 200,000 compounds, 0.17% hits;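 active = activation factor of 2 or more at 20 µM, a signal rise over negative controls twice the positive control's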
TNAP inh no acc: TNAP (human) inhibition, acceptor-free conditions. purified TNAP, CDP-star luminescence, 30 min. AID 1012. P05186. 200,000 compounds, 0.26% hits. inhibition, % at 20 µM;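 active = tissue-nonspecific alkaline phosphatase inhibition above about 50% at 20 µM in the single-dose screen, limit read from the data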;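 also: 0% = DMSO negative control and 100% = EDTA positive control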
Lmaj promast: Leishmania major promastigote growth inhibition. Leishmania major promastigotes, resazurin fluorescence viability. 200,000 compounds, 9% hits. inhibition, % at 10 µM. AID 1063; in the data active = inhibition above about 50%;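 also: promastigotes grown with compound for 44 hours at 28 °C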
The depositor's hits bear a star.

SMILES	FLuc inhib CS	APP 5UTR inh	bIAP inhibitor	TNAP inh hi DEA	TNAP act hiacc	RAM network inh	FLuc act counter	bIAP activator	TNAP inh no acc	Lmaj promast
Cn1c2ccccc2c2c(C(=O)NCc3ccco3)cn(C3CCCCC3)c(=O)c21	-3	10	-14	-1	1	5.8	1	1.1	-12	8
CCC(=O)c1ccc(CCCCCC(=O)O)s1	-3	-12	-3	1	1	0.0	1	1	-6	-3
CCSc1nnc([C@@H]2CCCN2C(=O)OC(C)(C)C)o1	-5	8	-10	-3	1	4.2	1	1.1	-7	-7
CCOCCCNC(=O)CCNC(=O)c1cc(OC)c(OC)c(OC)c1	-1	-4	2	-2	1	0.6	1	1	-16	-5
C/C(=N\NC(=O)c1ccc(CSc2nncn2C)cc1)c1ccc2ccccc2c1	-5	-8	7	-6	1.1	2.0	1.1	0.9	-9	-5
c1ccc(C2CC(c3ccccc3)n3ncnc3N2)cc1 (stereo not given)	-7	-3	4	-11	1.1	-0.4	1.1	1	-20	-1
Cn1c(=O)[nH]c(=O)c2c1nc(N1CCN(c3ccccc3)CC1)n2CCSc1ncccn1	-2	-7	-4	-6	1.1	4.1	1	1	-10	1
Cc1ccc(C(=O)c2ccccc2C(=O)O)s1	-8	-6	7	-4	1	-0.4	1.1	0.9	-12	-6
O=C(NNC(=O)c1ccccc1Cl)c1ccncc1	-5	12	14	-4	1	-0.4	1.1	0.9	-17	-10
O=C(COC(=O)c1ccccn1)NCCCc1ccccc1	-2	-10	3	-1	1	0.1	1	1	-9	4
COc1cccc(CC2CC(=O)N(CCc3ccc4c(c3)OCO4)C2=O)c1 (stereo not given)	2	4	3	1	1	1.7	1	1	-7	1
CC(=O)c1ccc(C)cc1OC(=O)c1cccc(F)c1	-8	2	-4	-8	1.1	-1.1	1.1	1	-12	-6
COc1cccc(Cn2c(OCC3CCCO3)nc3c2c(=O)n(C)c(=O)n3C)c1 (stereo not given)	2	-2	-11	-2	1	3.4	1	1.1	-7	-1
C=CCn1c(Cc2cccs2)nnc1SCC(=O)c1cccc(Br)c1	-14	-10	14	-8	1.1	1.4	1.1	0.9	-1	6
CCOC(=O)C1=C2NC(=O)c3ccccc3N2C(=O)C1	-4	6	-14	1	1	1.0	1	1.1	-9	-6
N#Cc1cc(C(=O)c2ccccc2O)cn(-c2nccs2)c1=O	-5	0	1	7	0.9	2.5	1	1	14	-17
CC(CC1C(C#N)=C(N)SC(N)=C1C#N)c1ccccc1 (stereo not given)	-4	-2	-9	-1	1	1.8	1	1.1	-16	-6
CCCCNC(=O)/C(C#N)=C/c1ccc(-c2ccc(S(=O)(=O)N3CCOCC3)cc2)o1	0	2	-16	3	1	4.8	1	1.2	-8	7
NN1C(=O)NC(c2ccccc2)(c2ccccc2)C1=O	-6	-5	10	1	1	-1.1	1.1	0.9	-8	-3
CCCn1nnnc1SCC(=O)NCc1ccccc1	-6	7	20	-4	1	-0.1	1.1	0.8	-12	-5
O=C(O)c1ccccc1N/N=C\c1ccnc2ccccc12	89*	-12	-1	1	1	1.9	0.1	1	-7	-5
COc1ccccc1OCC(=O)NCCc1nc2ccccc2[nH]1	-3	-3	5	0	1	-0.3	1	0.9	-5	3
Cc1ccccc1C(=O)NCCCc1ccccc1	-3	-15	17	-2	1	-0.1	1	0.8	-3	-4
Fc1cnc(N2CCN(c3ccccc3)CC2)nc1N1CCN(c2ccccc2)CC1	2	3	2	-7	1.1	4.6	1	1	-7	1

10 of the compounds above, in markdown:
| smiles | FLuc inhib CS | APP 5UTR inh | bIAP inhibitor | TNAP inh hi DEA | TNAP act hiacc | RAM network inh | FLuc act counter | bIAP activator | TNAP inh no acc | Lmaj promast |
| --- | --- | --- | --- | --- | --- | --- | --- | --- | --- | --- |
| CC(=O)c1ccc(C)cc1OC(=O)c1cccc(F)c1 | -8 | 2 | -4 | -8 | 1.1 | -1.1 | 1.1 | 1 | -12 | -6 |
| COc1cccc(Cn2c(OCC3CCCO3)nc3c2c(=O)n(C)c(=O)n3C)c1 (stereo not given) | 2 | -2 | -11 | -2 | 1 | 3.4 | 1 | 1.1 | -7 | -1 |
| C=CCn1c(Cc2cccs2)nnc1SCC(=O)c1cccc(Br)c1 | -14 | -10 | 14 | -8 | 1.1 | 1.4 | 1.1 | 0.9 | -1 | 6 |
| CCOC(=O)C1=C2NC(=O)c3ccccc3N2C(=O)C1 | -4 | 6 | -14 | 1 | 1 | 1.0 | 1 | 1.1 | -9 | -6 |
| N#Cc1cc(C(=O)c2ccccc2O)cn(-c2nccs2)c1=O | -5 | 0 | 1 | 7 | 0.9 | 2.5 | 1 | 1 | 14 | -17 |
| CC(CC1C(C#N)=C(N)SC(N)=C1C#N)c1ccccc1 (stereo not given) | -4 | -2 | -9 | -1 | 1 | 1.8 | 1 | 1.1 | -16 | -6 |
| CCCCNC(=O)/C(C#N)=C/c1ccc(-c2ccc(S(=O)(=O)N3CCOCC3)cc2)o1 | 0 | 2 | -16 | 3 | 1 | 4.8 | 1 | 1.2 | -8 | 7 |
| NN1C(=O)NC(c2ccccc2)(c2ccccc2)C1=O | -6 | -5 | 10 | 1 | 1 | -1.1 | 1.1 | 0.9 | -8 | -3 |
| CCCn1nnnc1SCC(=O)NCc1ccccc1 | -6 | 7 | 20 | -4 | 1 | -0.1 | 1.1 | 0.8 | -12 | -5 |
| O=C(O)c1ccccc1N/N=C\c1ccnc2ccccc12 | 89* | -12 | -1 | 1 | 1 | 1.9 | 0.1 | 1 | -7 | -5 |

The results go on.
SMILES	FLuc inhib CS	APP 5UTR inh	bIAP inhibitor	TNAP inh hi DEA	TNAP act hiacc	RAM network inh	FLuc act counter	bIAP activator	TNAP inh no acc	Lmaj promast
CC(C)CC1=NC(C(F)(F)F)(C(F)(F)F)c2c(n(CC(C)C)c(=O)[nH]c2=O)N1	-1	7	7	1	1	1.9	1	0.9	-16	0
O=C(CSc1ccc(C(F)(F)F)cc1[N+](=O)[O-])NCCOc1ccccc1	-5	-16	-14	0	1	1.4	1.1	1.1	-6	-5
CN(C)CC(O)CN1C(=O)NC(C)(C)C1=O (stereo not given)	-8	2	-5	-6	1.1	0.5	1.1	1.1	-6	-6
CCOc1ccc(S(=O)(=O)N2CCCCC2)c2ccccc12	2	-24	12	3	1	9.4*	1	0.9	0	13
COC(=O)c1cc(C(=O)OCC(=O)N2c3ccccc3NC(=O)C2(C)C)cc([N+](=O)[O-])c1	-4	-4	19	1	1	1.0	1	0.8	-8	3
COc1ccc(/C=N/NC(=O)C[n+]2ccccc2)c(OC)c1	-7	6	-2	-2	1	0.1	1.1	1	-2	-3
O=C(COc1ccc2c(c1)CCC2)NCc1ccccc1	-6	14	21	-2	1	-0.3	1.1	0.8	-5	-8
CCC(C(=O)NCCC1=CCCCC1)c1ccccc1 (stereo not given)	-1	-6	3	12	0.9	2.9	1	1	1	5
CC(C)Oc1ccc(CCc2nnc(SC(C)C(=O)O)n2-c2ccccc2)cc1 (stereo not given)	-7	6	3	-5	1	0.6	1.1	1	-5	-5
CC(=O)c1ccc(NC(=O)CSCC(=O)Nc2ccc3ccccc3c2)cc1	-3	10	33	0	1	6.5	1	0.7	-7	28
Cc1ccc(N2CCN(S(=O)(=O)N(C)C)CC2)cc1Cl	3	5	-2	-1	1	0.5	1	1	-6	-3
Cc1occc1C(=O)NNC(=O)c1cccc(F)c1	-10	-21	1	-4	1	0.6	1.1	1	-13	8
COc1ccc2oc(=O)c(C(=O)N3CCN(c4ccc(F)cc4)CC3)cc2c1	-5	-4	-7	-2	1	3.5	1.1	1.1	-7	-5
CC1CCN(C(=O)CNC(=O)c2cccc(OC(F)F)c2)CC1	-4	-15	11	-1	1	3.0	1	0.9	-9	-5
N#Cc1c(-c2ccccc2)[nH]c(=S)[nH]c1=O	-3	7	33	13	0.9	0.6	1	0.7	-6	-7
CCCCc1nc2ccccc2c(NC(=O)CN(CC)CC)c1CCC	-2	1	-5	1	1	-0.4	1	1	-2	26
O=C(NCCCn1ccnc1)c1cc2c(ccc3ccccc32)o1	-3	5	-17	-3	1	1.8	1	1.2	1	23
CNC(=O)NC(=O)C(C)OC(=O)c1cc2c(s1)CCCCC2 (stereo not given)	-4	5	6	-2	1	-0.4	1	0.9	-5	-5
C/C(=N\O)C(=O)C(CN1CCCCC1)CN1CCCCC1	-5	2	3	-3	1	2.0	1	1	-11	78*
c1ccc2sc(NC3=NCN(C4CCCCC4)CN3)nc2c1	0	-12	2	0	1	-0.4	1	1	-2	2
CCCc1cc(NC(=O)CCl)n(-c2ccccc2)n1	-8	6	-21	2	1	-0.8	1.1	1.2	-12	51*
Clc1ccc2[nH]c3c(NCC4CCCO4)ncnc3c2c1 (stereo not given)	1	-3	-24	-6	1.1	1.8	1	1.2	-14	48
COc1ccccc1C(=O)N1C(CC(=O)Nc2cc(Cl)ccc2C)C(=O)NC2CCCCC21 (stereo not given)	-5	-11	-1	-5	1	0.0	1.1	1	-5	1
CCn1c(Cc2c(C)[nH]c3ccccc23)nnc1SCC(N)=O	-7	-10	1	-3	1	-0.3	1.1	1	-11	-5
CC(=O)Oc1c(S(=O)(=O)c2ccc(C)cc2)c(C)nn1C(C)(C)C	-5	-16	-4	-3	1	1.2	1.1	1	-8	-12
COc1cc2c(cc1NC(=O)c1cccnc1)oc1ccccc12	-4	-49	39	-6	1.1	7.7	1	0.6	-16	21
C=CCn1c(SCc2ccccc2C#N)nnc1-c1cc(Br)ccc1O	1	-1	2	-2	1	1.0	1	1	-6	-4
NC1=NC2(CCCCC2)N=C(Nc2ccc(Br)cc2)N1	2	1	8	-12	1.1	-0.2	1	0.9	-82	15
N#CC(c1ccc(Cl)cc1)c1ncc(C(F)(F)F)cc1Cl (stereo not given)	-3	18	1	2	1	4.2	1	1	-3	-6
CCc1c(O)cc2n(c1=O)-c1ccccc1C2(C)C	-3	15	14	-4	1	0.8	1	0.9	-14	51*
COc1cccc(-c2cc(C(F)(F)F)n3ncc(C(=O)O)c3n2)c1	-5	0	0	-3	1	2.3	1.1	1	-11	0
COc1cc(OC)cc(C(=O)N[C@@H](CCSC)c2nc3ccccc3[nH]2)c1	-2	-15	-6	-2	1	1.6	1	1.1	-6	17
COc1cc2cc(C(c3nnnn3C3CCCC3)N3CCCCC3)c(=O)[nH]c2cc1OC (stereo not given)	-4	2	4	-8	1.1	0.1	1	1	-12	-1
COc1ccc(C(=O)c2c(C)c3cc(C)ccc3n2CC(O)CN2CCOCC2)cc1 (stereo not given)	-1	23	10	-4	1	0.3	1	0.9	-4	12
Cc1cc(C)c(S(=O)(=O)n2nc(C)c(Br)c2C)c(C)c1	-9	4	20	-6	1.1	2.3	1.1	0.8	-9	6
COc1ccc(NC(=S)N2CCC(C(=O)c3ccc(F)cc3)CC2)c(OC)c1	0	-5	3	-6	1.1	-0.6	1	1	-9	1
